GASC1 inh: inhibitors of GASC-1 (KDM4C) histone demethylase, primary screen, biochemical, single concentration HTS; Lysine-specific demethylase 4C (Homo sapiens), Q9H3R0; GST-KDM4C 2-372, H3K9me3 peptide, LANCE TR-FRET; hit rate 0.15% among 96,000; inhibition, % at 12.5 µM; AID 720574, 2013;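 active = mean replicate inhibition above about 25%, with at least 55% of replicates also reaching it, limit read from the data, passing the limit was not always enough; inconclusive = only one of those two conditions met; inactive = neither condition met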
Target sequence (Q9H3R0 2-372 limits assumed): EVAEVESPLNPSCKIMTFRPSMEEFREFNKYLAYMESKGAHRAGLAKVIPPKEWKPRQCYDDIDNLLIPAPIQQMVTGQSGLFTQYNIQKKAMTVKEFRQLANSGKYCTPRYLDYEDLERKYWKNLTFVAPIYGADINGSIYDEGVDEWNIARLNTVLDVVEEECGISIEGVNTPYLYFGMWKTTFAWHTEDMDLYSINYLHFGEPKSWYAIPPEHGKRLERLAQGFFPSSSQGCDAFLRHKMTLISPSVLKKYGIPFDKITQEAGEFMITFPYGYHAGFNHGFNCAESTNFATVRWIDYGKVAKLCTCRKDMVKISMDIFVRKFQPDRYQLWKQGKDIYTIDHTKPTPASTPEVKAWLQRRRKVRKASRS
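Material: GST-tagged GASC-1 (JMJD2C) catalytic fragment, aa 2-372 / Quantity: enzyme final amount 10 nM / Medium: HEPES buffer, pH 7.5, plus ascorbate / Doses: one test concentration per compound / Incubation: 30 min reaction, 60 min detection, RT / Measured by: LANCE TR-FRET / Read-out: inhibition from TR-FRET ratio decrease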
Tcruzi prolif: T. cruzi intracellular proliferation inhibitors, primary screen, cell-based, beta-gal Tulahuen parasites, NIH3T3 host, luminescence | T. cruzi beta-gal in NIH3T3, GalScreen luminescence, 90 h | inhibition, % at 8.34 µM | hit rate 5.9% among 77,000 | AID 624255, 2012;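 active = mean inhibition above about 93%, with at least 55% of replicates each passing it, limit read from the data, passing the limit was not always enough; inconclusive = only one of those two conditions holds; inactive = neither condition holds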
Pf Dd2 inh: P. falciparum Dd2 growth inhibitors, primary screen, SYBR Green fluorescence, single dose replicates. AID 1159554, 2015. hit rate 2.3% among 94,000. 72 h; active compounds read low. activity change, % at 10 µM; in the data active = activity change below about -80%; inconclusive = no clear call, values can overlap the other calls
C diff HTS: C. difficile growth inhibitors, primary screen, HTS; Clostridium difficile clinical isolate growth, OD600, 24 h; active compounds read low; growth activity, negative = inhibition, % at 16 µg/mL (by protocol); hit rate 0.25% among 86,000; AID 1259249, 2017;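 active = mean growth activity at or below -80% and every replicate also at or below -80%; inconclusive = mean at or below -80% but some replicate above -80%; inactive = mean growth activity above -80%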;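 also: 0% = DMSO wells and -100% = levofloxacin 16 µg/mL wells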
The depositor's hits bear a star; ? = inconclusive; / = not tested or not shown.

A first look (seven entries):
SMILES	GASC1 inh	Tcruzi prolif	Pf Dd2 inh	C diff HTS
CN1[C@H](C(=O)NCCN2CCCC2)[C@@H](CO)[C@@H]2Cn3c(ccc(/C=C/c4ccccc4)c3=O)[C@@H]21	-1.1	/	27	-3
O=C(C[C@@H]1C[C@H]2c3cc(NC(=O)NC4CCCC4)ccc3O[C@H]2[C@H](CO)O1)NCc1cccc(F)c1	-0.8	/	1	-3
CCCN(C)C[C@H]1OCCCC[C@H](C)Oc2ccc(NS(=O)(=O)c3cccs3)cc2C(=O)N([C@@H](C)CO)C[C@H]1C	-0.2	/	-63	1
COc1ccccc1S(=O)(=O)N[C@@H]1CC[C@@H](CC(=O)NCc2cccc(F)c2)O[C@H]1CO	0.4	54	-26	/
CO[C@@H]1CN(C)C(=O)c2ccc(NC(=O)Nc3ccccc3F)cc2OC[C@@H](C)N(C(=O)c2cnccn2)C[C@H]1C	-0.5	/	-23	/
Cc1noc(C)c1S(=O)(=O)N(C)C[C@H]1Oc2ccc(NS(=O)(=O)c3ccc(F)cc3)cc2C(=O)N([C@@H](C)CO)C[C@H]1C	1.4	44	-13	-3
C[C@@H]1CCCCO[C@H](CN(C)Cc2ccncc2)[C@@H](C)CN([C@H](C)CO)C(=O)c2cc(NS(=O)(=O)c3ccc(Cl)cc3)ccc2O1	2.6	-8	-6	-8

All compounds of this part, from the first entry:
SMILES	GASC1 inh	Tcruzi prolif	Pf Dd2 inh	C diff HTS
CN1[C@H](C(=O)NCCN2CCCC2)[C@@H](CO)[C@@H]2Cn3c(ccc(/C=C/c4ccccc4)c3=O)[C@@H]21	-1.1	/	27	-3
O=C(C[C@@H]1C[C@H]2c3cc(NC(=O)NC4CCCC4)ccc3O[C@H]2[C@H](CO)O1)NCc1cccc(F)c1	-0.8	/	1	-3
CCCN(C)C[C@H]1OCCCC[C@H](C)Oc2ccc(NS(=O)(=O)c3cccs3)cc2C(=O)N([C@@H](C)CO)C[C@H]1C	-0.2	/	-63	1
COc1ccccc1S(=O)(=O)N[C@@H]1CC[C@@H](CC(=O)NCc2cccc(F)c2)O[C@H]1CO	0.4	54	-26	/
CO[C@@H]1CN(C)C(=O)c2ccc(NC(=O)Nc3ccccc3F)cc2OC[C@@H](C)N(C(=O)c2cnccn2)C[C@H]1C	-0.5	/	-23	/
Cc1noc(C)c1S(=O)(=O)N(C)C[C@H]1Oc2ccc(NS(=O)(=O)c3ccc(F)cc3)cc2C(=O)N([C@@H](C)CO)C[C@H]1C	1.4	44	-13	-3
C[C@@H]1CCCCO[C@H](CN(C)Cc2ccncc2)[C@@H](C)CN([C@H](C)CO)C(=O)c2cc(NS(=O)(=O)c3ccc(Cl)cc3)ccc2O1	2.6	-8	-6	-8
C[C@H](CO)N1C[C@H](C)[C@H](CN(C)Cc2ccncc2)OCCCC[C@H](C)Oc2ccc(NC(=O)Nc3ccc(F)cc3)cc2C1=O	2.3	87	25	-4
CNC[C@H]1Oc2ccc(NS(=O)(=O)c3ccccc3)cc2CC(=O)N([C@H](C)CO)C[C@@H]1C	1.5	-7	12	-2
O=C(NCC[C@H]1CC[C@H](NC(=O)c2cccnc2)[C@H](CO)O1)Nc1ccc(C(F)(F)F)cc1	0.2	41	-8	/
Cc1ccc(S(=O)(=O)Nc2ccc3c(c2)C(=O)N([C@H](C)CO)C[C@H](C)[C@H](CN(C)C(=O)Nc2c(C)noc2C)OCCCC[C@@H](C)O3)cc1	-0.1	11	4	2
COc1ccc2c3c(n(C)c2c1)[C@H](CO)NCC31CCN(C(C)=O)CC1	1.6	/	-17	0
O=C(C[C@@H]1CC[C@@H]2[C@H](COC[C@@H](O)CN2S(=O)(=O)c2ccccc2)O1)NCc1ccc2c(c1)OCO2	0.6	30	-20	/
CO[C@H]1CN(C)C(=O)c2cc(NC(=O)NC(C)C)ccc2OC[C@@H](C)N(C(=O)C2CCC2)C[C@H]1C	0.7	-4	4	/
CNC[C@H]1Oc2cc(C#CCC(C)C)ccc2S(=O)(=O)N([C@H](C)CO)C[C@@H]1C	-1.2	15	-25	8
CN(C)CC#Cc1ccc([C@H]2[C@H]3CN(C(=O)c4cccc(F)c4)CC(=O)N3[C@H]2CO)cc1	2.9	/	11	2
C[C@@H]1CCCCO[C@H](CN(C)S(=O)(=O)c2ccc(Cl)cc2)[C@H](C)CN([C@H](C)CO)C(=O)c2cc(NS(=O)(=O)c3ccc(Cl)cc3)ccc2O1	0.7	108*	-66	4
COc1ccc2c3c(n(C)c2c1)[C@H](CO)N(C(=O)NC(C)C)CC31CN(CC2CCOCC2)C1	-0.5	/	12	-9
CNC(=O)C[C@H]1CC[C@H]2[C@H](COc3ccc(NC(=O)c4cccc(OC)c4)cc3C(=O)N2C)O1	2.3	-9	2	-2
Cc1noc(C)c1NC(=O)N(C)C[C@@H]1OCc2cnnn2CCCC(=O)N([C@H](C)CO)C[C@H]1C	1.4	-6	9	-5
Cc1noc(C)c1NC(=O)N(C)C[C@@H]1Oc2cc(C#CCC(C)C)ccc2S(=O)(=O)N([C@H](C)CO)C[C@@H]1C	2.2	51	-54	1
C[C@@H]1CN([C@H](C)CO)C(=O)Cc2cc(NC(=O)Cn3cnnn3)ccc2O[C@H]1CN(C)Cc1ccc(C(F)(F)F)cc1	2.5	-37	9	1
C[C@@H]1CN([C@H](C)CO)S(=O)(=O)c2ccc(C#Cc3ccncc3)cc2O[C@H]1CN(C)C(=O)C1CC1	-1.9	80	-33	/
C[C@H](CO)N1C[C@H](C)[C@H](CN(C)CC2CC2)Oc2cc(-c3ccccc3F)ccc2S1(=O)=O	0.4	/	-53	7
CC(C)NC(=O)Nc1ccc2c(c1)CC(=O)N([C@H](C)CO)C[C@@H](C)[C@@H](CN(C)Cc1ccccc1)O2	0.4	37	2	-7
The results go on:
SMILES	GASC1 inh	Tcruzi prolif	Pf Dd2 inh	C diff HTS
O=C(N[C@H]1CC[C@H](CCNC(=O)C2CCCCC2)O[C@H]1CO)c1ccccn1	0.7	-47	-5	/
Cc1noc(C)c1S(=O)(=O)Nc1ccc2c(c1)C(=O)N([C@H](C)CO)C[C@@H](C)[C@@H](CN(C)C)OCCCC[C@@H](C)O2	0.8	1	6	-2
COc1ccc2c3c([nH]c2c1)[C@H](CO)N(Cc1ccc(Cl)cc1)CC31CN(S(C)(=O)=O)C1	0.3	/	-7	-2
CCCN1C[C@@H](C)[C@@H](OC)CN(C)C(=O)c2ccc(NS(=O)(=O)c3ccccc3)cc2OC[C@H]1C	1.9	-16	26	/
C[C@H]1CN([C@@H](C)CO)C(=O)c2cc(NS(=O)(=O)c3ccc(Cl)cc3)ccc2O[C@@H]1CN(C)C(=O)Nc1ccccc1	-0.8	50	-5	3
C[C@H](CO)N1C[C@H](C)[C@H](CN(C)S(=O)(=O)c2ccccc2)Oc2ncc(C#Cc3ccc(F)cc3)cc2C1=O	-3.4	?	-57	-5
COCCNC(=O)C[C@H]1C[C@@H]2c3cc(NC(=O)NC4CCCCC4)ccc3O[C@@H]2[C@@H](CO)O1	2.0	-3	-4	/
COCCNC(=O)C[C@@H]1C[C@H]2c3cc(NC(=O)Nc4ccc(C(F)(F)F)cc4)ccc3O[C@H]2[C@@H](CO)O1	-0.3	40	-25	/
O=C(C1CCC1)N1CC(=O)N2[C@H](C1)[C@H](c1ccc(-c3ccccc3F)cc1)[C@@H]2CO	2.0	/	-19	-2
COc1ccc(-c2ccccc2[C@H]2[C@@H](CO)N(C(=O)C3CC3)[C@H]2C#N)cc1	-1.3	/	17	-5
COc1ccc(CN(C)C[C@H]2OCCCC[C@@H](C)Oc3ccc(NS(=O)(=O)c4ccc(F)cc4)cc3C(=O)N([C@H](C)CO)C[C@@H]2C)cc1	0.8	3	-34	0
C[C@H]1CN([C@@H](C)CO)C(=O)c2cccc(NC(=O)Nc3ccc4c(c3)OCO4)c2O[C@@H]1CN(C)C(=O)Nc1ccc(C(F)(F)F)cc1	-1.5	12	-2	13
CCCN(C)C[C@H]1Oc2ncc(C#CCC(C)C)cc2C(=O)N([C@@H](C)CO)C[C@@H]1C	-0.4	/	-6	9
Cc1ccccc1S(=O)(=O)N[C@@H]1CC[C@@H](CCNS(=O)(=O)c2cccc(F)c2)O[C@@H]1CO	0.8	-40	-22	-1
C[C@@H]1CN([C@@H](C)CO)C(=O)c2cc(C3=CCCC3)cnc2O[C@@H]1CN(C)C(=O)Cc1ccncc1	2.2	20	27	1
COc1ccc(NC(=O)Nc2cccc3c2O[C@H](CN(C)CC2CC2)[C@@H](C)CN([C@@H](C)CO)C3=O)cc1	-0.5	5	1	-2
COc1ccc(NC(=O)N(C)C[C@@H]2Oc3c(NC(=O)Nc4ccccc4)cccc3C(=O)N([C@@H](C)CO)C[C@@H]2C)cc1	11	40	5	3
CCC(=O)N1CCCCN2[C@H](C1)[C@@H](c1ccc(/C=C/c3ccccc3)cc1)[C@@H]2CO	-1.8	105*	38	-11
CC(C)C#Cc1ccc([C@H]2[C@H](CO)N3C(=O)CN(C(=O)NC4CCCC4)C[C@@H]23)cc1	1.3	/	13	-10
C[C@H](CO)N1C[C@H](C)[C@H](CN(C)Cc2ccncc2)Oc2ccc(N(C)C)cc2CC1=O	1.0	29	-71	0
C[C@@H]1CN([C@H](C)CO)C(=O)c2cccc(NS(C)(=O)=O)c2O[C@H]1CN(C)C(=O)Nc1ccc(C(F)(F)F)cc1	1.6	/	0	-2
COc1cccc(S(=O)(=O)N2C[C@H](O)COC[C@@H]3O[C@H](CC(=O)N4CCCCC4)CC[C@H]32)c1	3.3	-3	4	1
CC(C)NC(=O)N(C)C[C@H]1Oc2cc(C#Cc3cccc(F)c3)ccc2S(=O)(=O)N([C@@H](C)CO)C[C@H]1C	-1.1	100	-42	-6
C[C@@H]1CN([C@H](C)CO)C(=O)c2cc(NS(=O)(=O)c3ccc(Cl)cc3)ccc2O[C@H]1CN(C)Cc1ccc(Cl)c(Cl)c1	-1.2	44	12	20
COc1ccc(S(=O)(=O)N(C)C[C@@H]2OCCCC[C@@H](C)Oc3ccc(NC(=O)Cc4ccccc4)cc3C(=O)N([C@@H](C)CO)C[C@@H]2C)cc1	-0.8	102	?	9
Other results.
SMILES	GASC1 inh	Tcruzi prolif	Pf Dd2 inh	C diff HTS
C[C@H]1CN([C@@H](C)CO)C(=O)c2cccc(NC(=O)c3nc4ccccc4s3)c2O[C@H]1CN(C)C(=O)Nc1ccc(C(F)(F)F)cc1	0.2	74	-73	3
COc1ccc(S(=O)(=O)Nc2ccc3c(c2)CC(=O)N([C@H](C)CO)C[C@@H](C)[C@@H](CN(C)S(=O)(=O)c2ccc(F)cc2)O3)cc1	-1.1	60	-17	-2
COc1ccc2c3c(n(C)c2c1)[C@H](CO)N(C(C)=O)CC31CN(C(=O)c2cnccn2)C1	0.0	/	16	3
CCNC(=O)C[C@@H]1CC[C@@H]2[C@@H](COc3ccc(NC(=O)Nc4c(C)noc4C)cc3C(=O)N2C)O1	1.3	-15	7	2
C[C@H](CO)N1C[C@H](C)[C@@H](CN(C)S(C)(=O)=O)Oc2c(NC(=O)Nc3ccccc3)cccc2C1=O	1.1	60	9	1
C[C@@H]1CN([C@@H](C)CO)C(=O)c2cc(-c3cccc(F)c3)cnc2O[C@H]1CN(C)C(=O)c1ccccn1	4.6	/	29	-1
O=C(c1ccccc1)N1CC[C@H]2[C@H](CO)Nc3ccc(C#Cc4ccccc4F)cc3[C@H]21	-3.5	/	-45	18
C[C@H](CO)N1C[C@H](C)[C@H](CN(C)S(=O)(=O)c2ccc(C#N)cc2)Oc2ncc(-c3ccccc3)cc2C1=O	-1.3	-65	19	-2
O=C(C[C@@H]1CC[C@@H](NC(=O)Nc2cccc(F)c2)[C@@H](CO)O1)NCC1CC1	3.6	41	-1	/
C/C=C/c1cnc2c(c1)C(=O)N([C@H](C)CO)C[C@@H](C)[C@H](CN(C)CC1CCOCC1)O2	1.5	-67	57	0
CN1[C@@H]2c3ccc(-c4cccc(F)c4)c(=O)n3C[C@H]1[C@H](CO)[C@H]2C(=O)N1CCCCC1	0.4	10	-2	-2
C[C@H](O)C#Cc1cnc2c(c1)C(=O)N([C@@H](C)CO)C[C@H](C)[C@H](CN(C)C(=O)Cc1ccccn1)O2	-1.0	3	26	-2
CCCC#Cc1cnc2c(c1)C(=O)N([C@@H](C)CO)C[C@@H](C)[C@H](CN(C)C(=O)Nc1cccc(F)c1)O2	0.0	/	-5	-7
CCC(=O)Nc1ccc2c(c1)C(=O)N(C)C[C@@H](OC)[C@@H](C)CN(C(=O)c1ccccc1F)[C@@H](C)CO2	0.3	11	-15	/

Single records, from the list above. Order of screens: GASC1 inh, Tcruzi prolif, Pf Dd2 inh, C diff HTS
CCC(=O)Nc1ccc2c(c1)C(=O)N(C)C[C@@H](OC)[C@@H](C)CN(C(=O)c1ccccc1F)[C@@H](C)CO2 in the list: 0.3, 11, -15, /
CN1[C@@H]2c3ccc(-c4cccc(F)c4)c(=O)n3C[C@H]1[C@H](CO)[C@H]2C(=O)N1CCCCC1 in the list: 0.4, 10, -2, -2

Bioassay records as filed in PubChem.
